PPARg SRC-2 ag – agonists of PPARg-SRC-2 recruitment, primary screen, biochemical, HTS | Peroxisome proliferator-activated receptor gamma (Homo sapiens), P37231 | PPARgamma LBD-SRC-2 recruitment | activation, % at 8 µM | AID 1032, 2008 | 200,000 tested, 0.34% active; in the data active = activation above about 22%;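 also: 0% = vehicle and 100% = reference agonist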
Target sequence (P37231 whole entry, looked up, the tested form may be a part): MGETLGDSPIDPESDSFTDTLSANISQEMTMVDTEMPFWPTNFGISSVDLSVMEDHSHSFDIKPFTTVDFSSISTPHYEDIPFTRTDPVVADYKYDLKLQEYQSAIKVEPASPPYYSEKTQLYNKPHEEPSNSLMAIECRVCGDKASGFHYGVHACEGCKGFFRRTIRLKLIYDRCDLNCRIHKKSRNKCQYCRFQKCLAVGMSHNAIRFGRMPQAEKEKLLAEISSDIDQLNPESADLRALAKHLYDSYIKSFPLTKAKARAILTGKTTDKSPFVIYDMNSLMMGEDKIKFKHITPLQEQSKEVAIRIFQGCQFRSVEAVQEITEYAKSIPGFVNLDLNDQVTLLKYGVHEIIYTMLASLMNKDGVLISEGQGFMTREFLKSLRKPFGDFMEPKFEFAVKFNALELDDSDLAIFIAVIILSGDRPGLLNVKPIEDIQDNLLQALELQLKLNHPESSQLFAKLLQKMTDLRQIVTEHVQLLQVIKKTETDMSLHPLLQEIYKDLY
bIAP activator – bovine intestinal alkaline phosphatase activators, primary screen, biochemical, bovine IAP, CDP-star luminescence; alkaline phosphatase, intestinal [Bos taurus]; purified bovine IAP, 30 min; hits give high values; fold of DMSO-control signal, blank-subtracted; activation factor at 20 µM; 200,000 tested, 0.17% active; AID 1016, 2008;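 active = activation factor of 2 or more at 20 µM, a signal rise over negative controls twice the positive control's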
STAT3 inh – IL-6 driven STAT3 reporter inhibitors, primary screen, U3A cells, luciferase, luminescence, MLSCN library; IL-6 STAT3-luciferase reporter; host cell line lacks STAT1; inhibition, % at 5.5 µM; 190,000 tested, 0.89% active;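 active = inhibition above the mean inhibition across all screened compounds plus 3 SD, cut at about 44% in these data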;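 also: 0% = DMSO only wells and 100% = 100 µM nifuroxazide control wells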
STAT1 inh – STAT1 signaling inhibitors, primary screen, cell-based, HTS, luciferase reporter. inhibition, % at 5.5 µM. NIH 3T3 STAT1-luciferase reporter, IFN-gamma, luminescence. 200,000 tested, 0.35% active;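 active = inhibition above a set limit, the mean inhibition across all tested compounds plus 3 SD, cut at about 34% in these data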;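 also: 0% = IFN-gamma with DMSO and 100% = IFN-gamma with 300 µM nifuroxazide; values of inactives mirror those of a sister screen read the other way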
TR-FRET SRC-2 ct – TR-FRET signal artefacts, primary screen, artefact control for PPARgamma SRC-2 agonist project, biochemical; TR-FRET ratio at 8 µM; AID 1049, 2008; TR-FRET artefact counter-screen; hits give high values; 200,000 tested, 0.4% active; in the data active = TR-FRET ratio above about 2000; also: inactives centre near 1500
TNAP act hi DEA – TNAP activators at high phosphate acceptor level, primary screen, biochemical, luminescence, uHTS | Alkaline phosphatase, tissue-nonspecific isozyme (Homo sapiens), P05186 | purified TNAP, CDP-star luminescence, 1 M DEA, 30 min; hits give high values; 0 = EDTA background, 1 = DMSO-only activity | activation factor at 20 µM | 200,000 tested, under 10 active | AID 1136, 2008;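 active = activation factor at least 2 at 20 µM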
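Control set: EDTA negative control, DMSO positive control / Assay system: human TNAP / Quantity: TNAP 1/800 final / Evaluation: TNAP activation factor scaled between EDTA and DMSO control wells / Measured by: luminescent substrate turnover signal / Compound dosing: one dose, 20 µM / Times: 30 min enzyme reaction at room temperature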
bIAP inhibitor – bovine intestinal alkaline phosphatase inhibitors, primary screen, selectivity assay for TNAP inhibitor project, biochemical, bovine IAP, CDP-star luminescence; purified bovine IAP, 30 min; inhibition, % at 20 µM; 190,000 tested, under 10 active; AID 1019, 2008;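 active = over 50% inhibition of intestinal alkaline phosphatase at 20 µM in the single-dose screen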
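System: purified bovine intestinal alkaline phosphatase (IAP) enzyme; Input: IAP diluted 1/65,000,000 in the well; Measured by: CDP-star luminescence signal; Compound dosing: 20 µM single dose; Incubation: 30 min reaction at room temperature.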
STAT3 act – IL-6 driven STAT3 reporter potentiators, primary screen, U3A cells, luciferase, luminescence, MLSCN library | 190,000 tested, 0.91% active | IL-6 STAT3-luciferase reporter; 100% = signal with IL-6 EC80 alone | activation (% of control), % at 5.6 µM;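 active = activation above the screen-wide mean of compound activation plus 3 SD, cut at about 130% in these data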;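 also: 0% = background luminescence of wells with medium and substrate only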
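Material: human STAT1-deficient U3A cells with stable STAT3-luciferase reporter / Probe or stimulus: IL-6 stimulus at 33 ng/mL final / Schedule: 1 h compound pre-exposure, 6 h IL-6 stimulation, 37 °C / Technique: luminescence / Read-out basis: percent of IL-6-only median luminescence / Control set: IL-6-only high control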
ROMK mod – ROMK potassium channel modulators, primary screen, cell-based, thallium flux, MLSMR library | ATP-sensitive inward rectifier potassium channel 1 (Homo sapiens), P48048 | Tet-inducible ROMK, thallium flux fluorescence; actives lie on both sides | B-score at 10 µM | 130,000 tested, 2% active | AID 1918, 2009;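 active = signal ratio slope over the read window, or its plate-corrected B-score, at least 3 SD from the plate mean, either direction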;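 also: B-score of the F/F0 ratio slope over 7 to 12 s after thallium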
Target sequence (P48048 whole entry, looked up): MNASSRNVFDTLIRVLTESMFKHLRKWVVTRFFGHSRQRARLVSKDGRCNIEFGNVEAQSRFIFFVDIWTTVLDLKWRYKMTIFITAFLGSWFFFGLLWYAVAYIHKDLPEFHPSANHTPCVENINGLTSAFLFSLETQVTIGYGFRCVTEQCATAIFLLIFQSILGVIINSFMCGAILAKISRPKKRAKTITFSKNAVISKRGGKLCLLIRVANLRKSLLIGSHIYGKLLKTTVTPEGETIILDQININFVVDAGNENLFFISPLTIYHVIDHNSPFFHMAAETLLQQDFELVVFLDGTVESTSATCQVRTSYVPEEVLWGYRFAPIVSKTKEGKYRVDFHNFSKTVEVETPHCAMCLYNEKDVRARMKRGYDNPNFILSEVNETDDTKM
PPARg SRC-3 ag – PPARgamma agonists recruiting SRC-3 coactivator, primary screen, biochemical; Peroxisome proliferator-activated receptor gamma (Homo sapiens), P37231; biochemical PPARgamma/SRC-3 coactivator recruitment assay; activation, % at 8 µM; 200,000 tested, 0.26% active; AID 731, 2007; in the data active = activation above about 23%;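 also: 0% = DMSO and 100% = reference agonist; some compounds past the cut are filed as inactive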
PPARg SRC1 recr – PPARgamma agonists recruiting SRC-1 coactivator, primary screen, biochemical; 200,000 tested, 0.41% active; activation, % at 8 µM; PPARgamma-SRC-1 coactivator recruitment biochemical assay; in the data active = activation above about 19%;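 also: 0% = DMSO and 100% = reference agonist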
The depositor's hits bear a star; / = no result given.

structure,PPARg SRC-2 ag,bIAP activator,STAT3 inh,STAT1 inh,TR-FRET SRC-2 ct,TNAP act hi DEA,bIAP inhibitor,STAT3 act,ROMK mod,PPARg SRC-3 ag,PPARg SRC1 recr
CC(C)NCC(O)COCCOc1ccc(C(C)(C)C)cc1 (stereo unspecified),-6,0.8,-12,7,1642,1,17,110,/,2,3
CCC(CC)C(=O)Nc1nc(-c2ccc3c(c2)CCN3C(=O)C2CC2)c(C)s1,1,0.9,26,2,1542,1,7,78,-0.064,19,-1
Cc1ccc(S(=O)(=O)Cc2ccc(C(=O)NCCCN3CCCC3=O)o2)cc1,6,1,-10,8,1643,1,1,113,/,-4,0
CCOC(=O)CSC1=C(C#N)C(c2ccc(Cl)cc2)C(C(=O)OC)C(=O)N1 (stereo unspecified),4,1.1,5,7,1432,1,-6,98,/,4,2
COc1ccccc1NC(=O)COc1ccc(CO)cc1Cl,0,0.9,10,-35,1492,1.1,13,94,/,-1,4
Cc1ccnc(NC(=O)CCCOc2ccc(Cl)cc2C)c1,15,1,16,-10,1848,1.1,-4,88,-0.013,6,17
CN(C(=O)NC(=O)C1=C(N2CCOCC2)/C(=C/c2ccccc2)CC1)S(C)(=O)=O,8,0.9,-1,-7,1675,1,11,106,-1.9,13,6
Nc1nc(/C=C/c2ccc(F)cc2)nc(-c2ccccc2O)n1,-11,0.7,9,-4,1431,1,32,92,/,0,-2
Fc1ccccc1-c1nnc2c3ccccc3nc(N3CCOCC3)n12,7,1,10,-1,1526,1,-2,97,/,-7,4
CCCN1C2=C(C(=O)CC(C)(C)C2)C(c2ccc(F)cc2)C2=C1c1ccccc1C2=O (stereo unspecified),4,0.7,6,9,1577,1,26,100,0.27,2,4
CCOC(=O)C1CCCN(c2c(C(=O)c3ccccc3)cnc3ccccc23)C1 (stereo unspecified),8,1.1,-4,17,1561,0.9,-6,104,-0.88,0,8
O=C(COc1cccnc1[N+](=O)[O-])Nc1cccc(S(=O)(=O)N2CCOCC2)c1,-5,1.1,11,2,1362,1,-6,97,0.2,3,2
Cc1ccc(C2NC(=O)Cc3ccccc32)cc1 (stereo unspecified),6,1,7,0,1627,1.1,1,99,-0.57,5,4
CSc1ccccc1NC(=O)CSCc1ccccc1Br,1,0.5,3,0,1526,1.1,/,98,/,3,-3
O=C(COC(=O)/C=C/c1ccco1)NCc1ccccc1Cl,2,1,3,3,1576,1,4,102,-0.28,-1,0
CNc1sc(C(=O)c2cccs2)c(N)c1-c1nc2ccccc2s1,6,0.9,-20,2,1588,0.8,14,121,/,6,7
CC(=O)C1=NN(c2ccccc2)C2(S1)S/C(=C\c1ccccc1)C(=O)N2c1ccccc1 (stereo unspecified),8,0.9,11,1,1522,1,6,96,0.12,6,-2
CC(C)(C)c1cc(C(=O)NCCN2CCCC2)cc(C(C)(C)C)c1,4,1.3,3,-2,1516,1.1,-28,101,-2,1,6
Cc1ccc(NC(=O)CCn2nc(C)cc2C)cc1,-2,0.9,9,-7,1528,1.1,5,97,1.3,2,1
Cc1ccc(SCC(=O)c2sc(-c3ccccc3)nc2C)cc1,-5,1,-8,-2,1523,1,-4,111,/,2,1
CCOC(=O)CN/C=C(\C#N)c1ccc(F)cc1,-12,0.9,-1,2,1459,1.1,11,106,0.24,2,2
CC1CCC(C(C)C)C(=O)/C1=C\c1ccc(NC(=O)CCC(=O)O)cc1 (stereo unspecified),7,0.9,14,4,1472,1.1,6,92,-0.19,0,-1
COc1ccc(-c2nc(S(=O)(=O)c3ccccc3)c(N3CCOCC3)o2)cc1,6,0.3,-1,-5,1502,1,/,99,/,0,4
CC(CN1CCN(C)CC1)OC(=O)c1ccc(Cl)cc1Cl (stereo unspecified),0,1.1,-6,-2,1378,1.1,-11,108,0.66,-12,0
CCOC(=O)C1=C(C)N(Cc2ccc(C(=O)O)cc2)C(=O)NC1c1ccc([N+](=O)[O-])cc1 (stereo unspecified),13,0.9,5,-1,1377,1,8,94,0.28,3,4
COc1ccc(/C(C)=N\NC(=O)c2ccc3c(c2)OCO3)cc1OC,5,0.8,-10,-12,1748,1,23,109,0.34,3,12
O=C1/C(=C\Nc2ccc(Cl)cc2)CCN1c1ncccn1,0,1.1,12,-30,1358,1.1,-5,90,/,3,10
CC(C)CNC(C(=O)Nc1ccc([N+](=O)[O-])cc1Br)c1ccccc1 (stereo unspecified),-2,1.2,6,7,1521,1,-22,98,/,0,12
Cc1ccc(SCCNS(C)(=O)=O)cc1,2,0.9,4,4,1507,1,6,100,/,-3,-1
O=C1C2CCCN2C(c2cccc(F)c2)N1c1cccc(Cl)c1 (stereo unspecified),4,1,0,-8,1685,1.1,0,104,/,-9,1

Further compounds:
structure,PPARg SRC-2 ag,bIAP activator,STAT3 inh,STAT1 inh,TR-FRET SRC-2 ct,TNAP act hi DEA,bIAP inhibitor,STAT3 act,ROMK mod,PPARg SRC-3 ag,PPARg SRC1 recr
CCOC(=O)c1c(C)c(-c2ccccc2)n(CC(=O)NCCCN(CC)CC)c1C,3,1.1,3,1,1528,1.1,-7,102,-0.84,-2,6
COc1cc(NS(=O)(=O)c2ccc(N)cc2)nc(OC)n1,6,0.9,3,10,1525,1,6,99,/,1,7
Cc1nc2sc3c(c2c(=O)o1)CCCC3,14,1,-11,6,1661,1.1,-2,111,0.12,5,0
O=C(COC(=O)c1ccc2c(=O)n3c(nc2c1)CCC3)Nc1ccccc1F,5,0.9,6,-3,1544,1,7,98,0.064,1,4
Cc1cc(C)cc(Nc2ncc3c(n2)CCCC3=O)c1,1,0.9,31,-58,1439,1,8,75,/,-5,-1
CSc1nsc(SCC(=O)Nc2nc3ccccc3s2)n1,3,0.9,10,-1,1709,1,10,91,0.18,6,1
CC(=Nc1cccc(O)c1)c1sc2ccccc2c1O,9,0.8,-23,-14,1752,0.9,21,119,-2.4*,9,7
COc1ccc(C(=O)NC2=C(C#N)CCC2)cc1OC,17,0.9,0,-11,1571,1,8,102,0.24,9,3
O=C(c1ccco1)N(CC1CCCO1)c1nc(-c2ccccc2)cs1 (stereo unspecified),7,1,2,-5,1646,1,0,104,0.93,0,0
Cn1cnc(S(=O)(=O)N2CCc3ccccc32)c1,-3,0.9,5,6,1468,1.1,5,100,/,-7,-6
CCOC(=O)CSc1ccc2ccccc2n1,-2,0.9,18,-3,1569,1,7,88,-0.15,3,-4
CCOC(=O)c1ccc(-c2cccc(C(F)(F)F)c2)nc1C,9,0.8,18,-4,1647,1,22,93,/,10,14
COc1cc(/C=C/C(=O)N2CCCC2)cc(OC)c1OC,11,1,7,20,1498,1,-2,95,0.0032,-2,3
CCN(CC)c1nc2ccccc2c(N)c1-c1ccccc1,3,0.6,21,6,1437,1,45,85,/,0,0
COc1ccc(CC2(CO)CCN(Cc3cnn(C)c3)CC2)cc1,-1,1,12,10,1323,1.1,-4,93,0.22,3,2
Cc1cccc(C)c1Nc1ncnc(N)c1[N+](=O)[O-],7,0.8,-8,-1,1494,1,16,105,/,1,4
CCc1cccc2c(C(=O)COC(=O)c3ccccc3)c[nH]c12,-2,1,-12,-48,1518,1,0,112,-0.23,-1,-3
CN(C(=O)CSc1nnc(-c2ccco2)n1N)C1CCCCC1,-1,1.1,6,-2,1849,1,-6,101,0.011,1,1
CCOC(=O)C(Cc1ccc(NC(=O)/C(=C/c2ccc(OC(C)=O)cc2)NC(C)=O)cc1)N1C(=O)c2ccccc2C1=O (stereo unspecified),3,1,8,2,1696,1,0,103,/,-8,-1
O=C(NCCc1ccccc1)c1ccccc1F,7,0.9,36,-10,1583,1,9,73,0.45,3,-7
CS(=O)(=O)N1Cc2ccccc2CC1C(=O)Nc1ccccc1C(N)=O (stereo unspecified),-3,0.9,6,-3,1570,1,10,98,2.1,-3,-4
C=CCn1c(NC(=O)CC)c(C(=O)OCC)sc1=S,2,1,-13,-6,1507,1,1,108,0.9,8,3
COc1ccc(N2CCN(C(=O)CCCSc3nc4ccccc4[nH]3)CC2)cc1,1,1,13,16,1489,1,-3,95,/,-7,3
CC(C)(C)C(=O)Nc1nc2c(s1)COc1ccccc1-2,6,0.7,7,-9,1398,1,28,98,/,6,0
COC(=O)C(C)Sc1nnc(Cc2cc(=O)[nH]c(=O)[nH]2)n1-c1cccc(OC)c1 (stereo unspecified),6,0.9,2,-5,1730,1.1,8,102,/,3,2
CCn1c(=O)c2c(nc3n2CCS3)n(C)c1=O,9,0.9,12,3,1577,1,5,98,/,4,5
CN(C)Cc1c(O)ccc2occ(C(=O)c3ccccc3)c12,4,0.9,-5,-5,1431,1.1,14,108,/,3,-2
O=C1NC(c2ccccc2)=C(c2ccccc2)C1=O,-1,0.9,-5,4,1592,1.1,6,102,-0.022,0,-2
CCCOc1ncnc2c1[nH]c1ccccc12,9,1,14,20,1720,1,4,91,/,6,-2
COc1cc([C@H]2[C@@H]3CCCC[C@]3(O)CCN2Cc2ccccc2F)ccc1O,2,1,0,-3,1546,1,-2,103,-0.3,0,1
O=c1c2c(n3nnnc3n1Cc1ccccc1)-c1ccccc1CC21CCCC1,2,0.8,0,-1,1537,1,18,102,/,-9,0
N/C(=N\OC(=O)CCc1ccccc1)c1cccc(Br)c1,-3,0.9,5,-3,1535,1,12,100,/,-2,0
Cc1ccc(S(=O)(=O)Oc2ccc(/C=N/NC(=O)c3c(Cl)cnn3C)cc2)cc1,18,0.9,18,-5,1639,1,5,88,0.21,3,9

Reprinted at random: two compounds from above
structure,PPARg SRC-2 ag,bIAP activator,STAT3 inh,STAT1 inh,TR-FRET SRC-2 ct,TNAP act hi DEA,bIAP inhibitor,STAT3 act,ROMK mod,PPARg SRC-3 ag,PPARg SRC1 recr
C=CCn1c(NC(=O)CC)c(C(=O)OCC)sc1=S,2,1,-13,-6,1507,1,1,108,0.9,8,3
CCn1c(=O)c2c(nc3n2CCS3)n(C)c1=O,9,0.9,12,3,1577,1,5,98,/,4,5
